# KB-V1 MDR tox = qHTS assay for MDR1-selective chemotherapeutics: Primary screen using the drug-selected MDR subline cells KB-V1 | 3.4% of 400,000 active | AID 1347076, 2019 | KB-V1 MDR cells viability, CellTiter-Glo, 72 h | Potency, µM (series often up to 46.1 µM), for the others: top-dose activity change, negative = cytotoxicity, usual class: cytotoxic; further: potency means the concentration at half of the fitted maximal effect; on the % scale 0 is the no-effect control and ±100 the full control effect; nearly all actives have a fitted effect of over 60% in size
#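 In this primary screen, KB-V1 cells overexpressing P-gp are incubated with library compounds (lowest to highest concentration) for 72 h at 37 degrees C before a luminescent ATP viability read.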
# DRD3 antagonist = qHTS of D3 Dopamine Receptor Antagonist: qHTS | D(3) dopamine receptor (Homo sapiens), P35462 | D3R cells, DiscoveRx beta-arrestin luminescence, antagonist mode; active compounds read low | max response, negative = inhibition, % | 2.5% of 360,000 active; in the data active means max response below about -50%; inconclusive means no clear call, values can overlap the other calls; further: on the % scale 0 is the no-effect control and ±100 the full control effect; mostly tested at two doses, the higher about 12 µM
# Target sequence (P35462 whole entry, looked up): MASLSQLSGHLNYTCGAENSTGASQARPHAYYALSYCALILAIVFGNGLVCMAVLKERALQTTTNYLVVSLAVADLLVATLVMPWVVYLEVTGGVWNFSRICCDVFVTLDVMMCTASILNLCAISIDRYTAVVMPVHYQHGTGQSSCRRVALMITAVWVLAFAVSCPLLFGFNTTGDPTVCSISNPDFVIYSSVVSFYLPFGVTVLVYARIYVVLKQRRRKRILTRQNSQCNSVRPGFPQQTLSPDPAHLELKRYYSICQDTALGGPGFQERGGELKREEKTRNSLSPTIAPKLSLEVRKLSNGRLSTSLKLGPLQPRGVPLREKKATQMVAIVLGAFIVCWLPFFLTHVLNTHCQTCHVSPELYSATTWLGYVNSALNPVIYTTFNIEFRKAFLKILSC
#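 Cells expressing the human receptor were seeded at 1500 cells/well, incubated overnight at 37 degrees C in 5% CO2, then exposed to library compounds with dopamine controls for 90 minutes at 37 degrees C before luminescent detection.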
# SW480 rereplic = A quantitative high throughput screen for small molecules that induce DNA re-replication in SW480 colon adenocarcinoma cells | 1.8% of 340,000 active | SW480 DNA re-replication, Hoechst DNA content imaging, 48 h | Potency, µM (highest dose often 46.1 µM), without a hit: at the highest dose re-replication activation, most hits filed as activators; further: potency means the concentration at half of the fitted maximal effect; % of control where 0% means no effect; nearly all actives have a fitted effect of over 55% in size
#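 DNA re-replication was detected as more nuclei of elevated Hoechst intensity after 48 hr exposure to compound (23 nL pinned per well of 250 cells).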
# DRD3 agonist = qHTS of D3 Dopamine Receptor Agonist: qHTS; D(3) dopamine receptor (Homo sapiens), P35462; D3R DiscoveRx beta-arrestin cells, luminescence, 90 min; max activation, %; 0.58% of 410,000 active; AID 652048, 2013; in the data active means max activation above about 30%; further: 0% is about no effect; mostly tested at two doses, the higher about 12 µM
#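 Agonist-mode cell screen: cells plated at 1500/well and incubated overnight at 37 °C, then exposed to library compounds for 90 min at 37 °C. Detection reagent was added for 30–60 min at room temperature, and luminescence was read.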
# KB-3-1 tox = qHTS assay for MDR1-selective chemotherapeutics: Primary screen using the parental adenocarcinoma cell KB-3-1; KB-3-1 viability, CellTiter-Glo ATP luminescence, 72 h; Potency, µM (series often up to 46.1 µM), for the others: at the highest dose activity change, negative = cytotoxic, hits mostly cytotoxic; 1.4% of 400,000 active; AID 1347075, 2019; further: potency means the concentration at half of the fitted maximal effect; on the % scale 0 is the no-effect control and ±100 the full control effect; nearly all actives have a fitted effect of over 60% in size
#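 72 h, 37 °C compound treatment of KB-3-1 parental cells; CellTiter-Glo added, 10 min, luminescence read. Data corrected against DMSO-only plates and normalized before curve fitting.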
# HT1080 IDH1KD tx = qHTS for induction of synthetic lethality in tumor cells producing 2HG: qHTS for the HT-1080-IDH1KD cell line. HT-1080 IDH1 knockdown viability, ATP luminescence, 48 h. Potency, µM (doses to about 46.1 µM), for inactives: at the top dose activity, negative = toxicity, usual class: cytotoxic. 2% of 360,000 active. AID 686971, 2013;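 further: potency means the concentration at half of the fitted maximal effect; 0% = DMSO wells and -100% = cell-free medium wells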
#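 Knockdown cells (IDH1KD HT-1080) received compounds 2 h after plating at 750 cells/well and were kept 48 h at 37 °C in 5% FBS RPMI. A CellTiter-Glo luminescence read gave % activity for curve fitting.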
# HT1080NT lethal = qHTS for induction of synthetic lethality in tumor cells producing 2HG: qHTS for the HT-1080-NT fibrosarcoma cell line. HT-1080-NT fibrosarcoma viability, CellTiter-Glo ATP luminescence, 48 h. Potency, µM (highest dose often 46.1 µM), for the others: at the highest dose activity, negative = less viability, actives largely listed as cytotoxic. 1.6% of 360,000 active. AID 686970, 2013;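 further: NT is the 2HG producing partner of a matched IDH1 knockdown line; potency means the concentration at half of the fitted maximal effect; 0% = DMSO-treated cells and -100% = media-only wells without cells; nearly all actives have a fitted effect of over 55% in size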
#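 HT-1080-NT fibrosarcoma cells (2HG-overproducing), 750 cells/well in RPMI with 5% FBS, dosed after 2 h and incubated 48 h at 37C. CellTiter-Glo luminescence normalized to DMSO and no-cell wells; concentration-response curves fitted and classed.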
# IL1B secr inh = qHTS for Inhibitors of Inflammasome Signaling: IL-1-beta AlphaLISA Primary Screen; 4.7% of 360,000 active; THP-1 LPS/ATP IL-1B secretion, AlphaLISA, 16 h; active compounds read low; AID 743279, 2014; activity change, % at 57.5 µM; in the data active means activity change below about -50%; inconclusive means mostly about -30% to -49%; further: on the % scale 0 is the no-effect control and ±100 the full control effect
#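 Secreted IL-1B measured by AlphaLISA bead assay after 16 h compound exposure of THP-1 cells; compounds (final up to 57.5 uM) added 1 h before LPS (250 ng/mL) and ATP (1.25 mM) stimulation; lower signal means less secretion.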
# GLP1R ag = qHTS of GLP-1 Receptor Agonists | Glucagon-like peptide 1 receptor (Homo sapiens), P43220 | HEK293 GLP-1R CRE-luciferase, luminescence, 4-6 h; cells express a hypersensitive GLP-1R form | Potency, µM (top dose mostly 45.6 µM), inactives show at the top dose activation, hits mostly activators | 0.007% of 380,000 active | AID 624172, 2012; further: potency means the concentration at half of the fitted maximal effect; % of control where 0% means no effect
# Target sequence (P43220 whole entry, looked up): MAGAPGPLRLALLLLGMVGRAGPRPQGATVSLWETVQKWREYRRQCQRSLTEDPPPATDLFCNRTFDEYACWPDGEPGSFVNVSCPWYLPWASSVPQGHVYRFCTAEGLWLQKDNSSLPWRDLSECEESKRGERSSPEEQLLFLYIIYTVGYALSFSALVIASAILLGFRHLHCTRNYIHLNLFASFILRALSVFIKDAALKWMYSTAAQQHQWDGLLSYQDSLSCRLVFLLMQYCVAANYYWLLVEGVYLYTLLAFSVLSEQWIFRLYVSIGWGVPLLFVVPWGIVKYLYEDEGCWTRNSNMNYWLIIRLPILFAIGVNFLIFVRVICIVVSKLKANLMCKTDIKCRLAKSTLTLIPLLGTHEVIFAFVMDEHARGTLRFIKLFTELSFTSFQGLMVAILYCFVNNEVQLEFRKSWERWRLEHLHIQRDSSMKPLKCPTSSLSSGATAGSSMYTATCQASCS
# * marks the source's active call; other numbers are inactive results; i = inactive; u = inconclusive; x = no result given; [ ] = another dose, or the depositor's remark. Unless noted, the call rests on the fitted dose curve; in most records, active means well fitted curve in the direction sought with a large enough effect; inconclusive means small, poorly fitted or top-dose-only effect, or another doubt; inactive means no such curve, though single readings can be large; an effect the other way counts as inactive or inconclusive.
No.	molecule	KB-V1 MDR tox	DRD3 antagonist	SW480 rereplic	DRD3 agonist	KB-3-1 tox	HT1080 IDH1KD tx	HT1080NT lethal	IL1B secr inh	GLP1R ag
1	CCO[C@H]1OC(C(=O)NCc2ccccc2)=C[C@@H](c2cn(C(C)=O)c3ccccc23)[C@@H]1CCCO	4.8%	8.6	-37.5%[inhibitor]	-0.3	0.0%	-8.5%	1.7%	-9.4	6.0%
2	COc1ccc(NC(=O)C2(C)CCN2Cc2ccc(C(C)C)cc2)cc1OC (configuration not stated)	2.6%	40.4	x	1.1	0.0%	-28.8%	16.2%	28.6	11.9%
3	O=[N+]([O-])c1nn(-c2ccccc2)n(O)c1=NCCc1ccccc1	u	6.4	u	6.7	u	-0.5%	2.8%	-5.4	10.5%
4	COc1ccc(CNC(=O)N2CCN(C(=O)c3ccccc3)CC2)cc1	-7.7%	-20.3	-102.0%[inhibitor]	0.8	3.0%	14.3%	-0.4%	-8.9	3.8%
5	O=C1CC(C(=O)NCCc2ccccc2)SC(=Nc2ccccc2)N1 (configuration not stated)	-7.5%	1.1	-3.1%	-5.4	-11.6%	22.9%	18.3%	77.5	-1.2%
6	COc1ccccc1OCCOCCn1cnc2ccccc2c1=O	-5.1%	4.4	-2.3%	3.2	-2.8%	-6.8%	-0.1%[9.24 µM]	0.0	-11.5%
7	COCC1CCN(C(=O)c2ccc(OC3CCN(Cc4ccccn4)CC3)cc2)C1 (configuration not stated)	x	-19.0	-1.2%	6.5	x	-1.0%	-2.1%	11.7	-9.0%
8	COc1ccccc1C(=O)NC(CCSC)C(=O)NCc1ccccn1 (configuration not stated)	-27.8%	-0.1	-4.4%	2.4	5.6%	-11.8%	0.4%	0.8	-2.5%
9	Cc1c(CC(=O)NCC(=O)O)c(=O)oc2cc3oc4c(c3cc12)CCCC4	5.7%	6.0	-8.5%	-18.3	1.5%	-3.9%	5.2%	-9.8	0.5%
10	CCOC(=O)c1ccccc1NC(=O)CSC(C)C(=O)Nc1cc(C)on1 (configuration not stated)	-11.2%	25.3	-4.9%	1.7	11.1%	3.0%	-1.7%	16.5	0.5%
11	COC(=O)c1ccc(C2C(C#N)=C(C)NC3=C2C(=O)CC(C)(C)C3)cc1 (configuration not stated)	u	-10.2	-7.0%	-4.6	-3.1%	9.7%	1.8%	23.0	-0.1%
12	O=C(Cc1ccc(Br)cc1)NCCc1ccccc1	7.6%	-11.1	0.6%	-4.2	24.9%	-2.1%	-0.2%	-1.8	21.3%
13	O=C1C(=O)N(CCCN2CCOCC2)C(c2ccc([N+](=O)[O-])cc2)/C1=C(/O)c1ccc2c(c1)OCO2 (configuration not stated)	u	-13.5	6.4%	-1.1	10.6%	8.1%	9.5%	-2.1	4.0%
14	C/C(=N/NC(=O)Cc1c(C)[nH][nH]c1=O)c1ccc(O)cc1	-1.4%	u	2.9%	2.6	0.0%	-3.1%	-0.4%	1.1	0.8%
15	COc1ccc(CNC(=O)C(NC(C)=O)C(=O)Nc2ccc(C(C)C)cc2)cc1 (configuration not stated)	19.0%	7.0	-3.2%	-8.9	7.5%	-14.6%	-20.6%	-10.5	4.2%
16	Cc1ccc(Cl)cc1N(CC(=O)N1CCCCCC1)S(C)(=O)=O	-11.3%	26.1	-5.9%	1.9	6.5%	-1.4%	-8.5%	18.1	-4.6%
17	OC(c1ccccn1)C(O)c1ccccn1 (configuration not stated)	-0.3%	-12.1	u	-1.8	21.5%	21.8%	7.7%	-4.0	-6.1%
18	O=C(c1ccccc1)N1CCN(C(=O)N2CCOCC2)CC1	0.1%	14.8	-8.3%	0.1	0.2%	1.9%	0.5%	-6.2	-5.1%
19	CNC(=O)CCn1nc(-c2ccc(C)cc2)c2ccccc2c1=O	2.1%	1.4	-5.1%	-7.0	13.3%	7.4%	14.3%	16.5	7.2%
20	CC1CCc2sc(C(=O)NNC(=S)NCC3CCCO3)cc2C1 (configuration not stated)	-5.0%	1.5	5.3%	1.3	4.5%	0.2%	17.6%	5.3	-4.0%
21	CSc1ccccc1OCc1cc(C(=O)NC(C)Cc2cccc(C)n2)no1 (configuration not stated)	x	0.8	-0.9%	-33.1	x	-8.0%	-2.7%	-56.7*	6.5%
22	O=C(COC(=O)c1ccc(Cl)nc1)NC(=O)c1ccccc1	x	10.8	-9.9%	5.2	x	7.9%	-6.7%	5.2	-13.5%
23	COc1ccc(CCn2c(=N)c(S(=O)(=O)c3ccccc3)cc3c(=O)n4ccccc4nc32)cc1	19.9%	13.5	6.2%	4.8	-4.6%	0.8%	0.8%	-11.2	7.1%
24	CC(=O)N=C1SC2CS(=O)(=O)CC2N1c1ccccc1Cl (configuration not stated)	0.0%	0.0	-2.5%	-6.9	-12.3%	-0.8%	-2.4%	-12.8	2.2%
25	CCOc1ccc(CCNC(=O)c2cnc(C)cn2)cc1OCC	-15.5%	9.4	-9.3%	4.6	-0.7%	0.5%	5.1%	13.6	4.4%

# Next part; it opens with the 2 that closed the last part.
No.	molecule	KB-V1 MDR tox	DRD3 antagonist	SW480 rereplic	DRD3 agonist	KB-3-1 tox	HT1080 IDH1KD tx	HT1080NT lethal	IL1B secr inh	GLP1R ag
24	CC(=O)N=C1SC2CS(=O)(=O)CC2N1c1ccccc1Cl (configuration not stated)	0.0%	0.0	-2.5%	-6.9	-12.3%	-0.8%	-2.4%	-12.8	2.2%
25	CCOc1ccc(CCNC(=O)c2cnc(C)cn2)cc1OCC	-15.5%	9.4	-9.3%	4.6	-0.7%	0.5%	5.1%	13.6	4.4%
26	COc1ccc(-c2nnc3ccc(SCC(=O)NCc4ccco4)nn23)cc1OC	13.1%	u	7.1%	-19.4	-0.9%	3.8%	-15.8%	0.6	15.8%
27	CN(C)C=NC(=O)c1cc(C(=O)c2ccccc2)c[nH]1	-7.6%	-2.4	-102.7%[inhibitor]	-4.9	0.2%	-1.4%	-3.3%	23.3	1.9%
28	CC(C)C(=O)Nc1cccc(NC(=S)NC(=O)c2ccc3c(c2)OCO3)c1	-14.3%	-14.3	-26.1%	-1.6	-4.4%	-24.2%	-13.2%	i	0.5%
29	Cc1snc2sc(C(=O)c3ccc(F)cc3)c(N)c12	-11.8%	-10.1	-2.8%	-7.0	-2.4%	-0.4%	19.5%	5.1	2.8%
30	COc1ccc(CNC(=O)C2CC(c3ccccc3C(F)(F)F)=NO2)cc1 (configuration not stated)	0.3%	17.5	19.2%[9.22 µM]	7.8	28.4%	4.2%	7.6%	-15.0	1.0%
31	O=C(CC1C(=O)NCCN1CC1CCCCC1)NCCCN1CCOCC1 (configuration not stated)	0.0%	4.6	-13.4%	-7.3	4.9%	13.2%	9.6%	-12.5	-4.5%
32	CC(C)(C)c1[nH]nc2c1C(c1cccnc1)C(C#N)=C(N)O2 (configuration not stated)	2.3%	-4.0	2.4%	0.5	-8.0%	3.2%	8.0%	u	-0.3%
33	COc1cc(C=CC(=O)N2CCN(CC(=O)N3CCCC3)CC2)cc(OC)c1OC	4.1%	-11.4	x	-6.5	16.4%	12.1%	-2.3%	-23.3	1.6%
34	CSc1ccccc1C(=O)NC1CCSc2ccccc21 (configuration not stated)	-19.0%	0.2	u	5.1	8.9%	-6.5%	3.9%	4.6	14.1%
35	Nc1cccc2c(O)cc(S(=O)(=O)O)cc12	1.2%	-1.5	-3.4%	-5.9	-1.2%	-11.0%	-8.2%	14.5	2.9%
36	CC1(c2ccccc2)NC(=O)N(CCOc2ccccc2)C1=O (configuration not stated)	-6.5%	-9.8	-1.3%	15.7	11.3%	8.9%	0.0%	-7.1	3.9%
37	COc1cc(NC(=O)COC(=O)/C=C/c2ccc(OC)c(OC)c2)cc(OC)c1	14.8%	6.3	-3.0%	-3.7	0.5%	-17.3%	-14.2%	19.4	16.5%
38	CC(=O)c1c(C(C)=O)c(C)n(C2CCCCC2)c1C	-2.0%	0.7	-4.6%	3.3	0.4%	1.5%	0.1%	7.8	0.9%
39	COc1ccc2sc(N(CCCN(C)C)C(=O)c3nc4ccccc4s3)nc2c1	5.2%	-11.0	3.9%	-6.5	-1.4%	1.8%	-17.0%	-1.2	4.3%
40	N#Cc1ccc(OCC(=O)NCCCN2CCCC2=O)cc1	10.7%	-14.2	x	1.0	0.2%	1.1%	0.3%	28.3	-2.4%
41	Cc1ccc(S(=O)(=O)c2nc(-c3ccc(F)cc3)oc2N2CCOCC2)cc1	-11.6%	21.9	-11.0%	-8.6	-8.8%	-13.1%	-8.0%	-18.1	6.1%
42	O=c1cccccc1NN=C1CCCCC1	-2.5%	24.1	-0.1%	-0.4	-3.9%	-21.3%	-2.7%	-3.3	4.0%
43	O=C(NC1CCCCC1)c1nc2c(nnn2Cc2ccccc2Cl)c(=O)[nH]1	0.0%	-14.6	-11.7%	2.9	0.0%	2.3%	7.2%	11.9	11.3%
44	O=C(CNC(=O)C1CCCCC1)NC1CCCCC1	u	5.0	-1.3%	3.3	9.7%	19.9%	21.3%	18.9	-13.9%
45	Cc1ccc(C2=CSC3=NS(=O)(=O)CCN23)cc1C	-5.2%	-1.9	-6.9%	-0.2	-2.2%	-7.7%	-9.2%	-12.2	-3.8%
46	Cc1cccn2cc(CCNS(=O)(=O)c3ccc4c(c3)OCCO4)nc12	-0.8%	-6.6	0.8%	1.2	2.0%	-1.4%	3.5%	0.0	6.4%

# Compound activity (PubChem BioAssay)

# No enrichment for hits. Share with any hit: about 12%.
